# PI4K2A inh: inhibitors of human PI4K2A; Q9BTU6; purified PI4K2A, ADP-Glo luminescence, 1 h; hits give low values; activity change, negative = inhibition, % at 76.9 µM; actives 0.13% (n = 420,000); AID 1346378; in the data active = activity change below about -50%; inconclusive = mostly about -30% to -49%;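 also: -100% = wells without enzyme as full effect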
#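 ADP-Glo luminescence measured ADP generated by PI4K2A enzyme (4 ug/mL before mixing) with 1.2 mM PI substrate (pre-mix) and 300 microM ATP (pre-mix). Tris pH7.5 buffer with MgCl2, Triton X-100; 1 h reaction at ambient temperature.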
# ERG Ets-DNA blk: blocks human ERG Ets domain binding to DNA | P11308 | fluorescence polarization, His-ERG Ets domain / labelled DNA | Potency, µM (titrated, usually from 76.9 µM), for inactives: at the top dose FP activity, negative = inhibition, most hits filed as inhibitors | actives 0.028% (n = 370,000) | AID 624246; active = well fitted inhibition curve with a large enough effect in the polarisation, with a control signal flat; inconclusive = small, poorly fitted or top-dose-only effect, or effect the other way, or a change in a side signal; inactive = no such curve, though single readings can be large or run the other way; the % refers to the polarisation;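 also: polarization taken with two DNA probes labelled with fluorescein and Texas red; potency is read from the fitted curve at half-maximal effect; % of control where 0% means no effect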
#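 His-tagged ERG Ets domain (1 uM in the protein solution; 300mM KCl, 50mM Tris-HCl, 1mM EDTA, 1mM DTT, pH 7.5) received compound, then a probe mix of 5 nM fluorescein-DNA and 100nM Texas-615-DNA. Fluorescence polarization was read for both dyes.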
# G9a inh: G9a (human) methyltransferase inhibition; Potency, µM (titrated, usually from 102 µM), for the others: top-dose activity, negative = inhibition, usual class: inhibitors; AID 504332; G9a H3K9 monomethylation, AlphaScreen, 2 h; Q96KQ7; actives 8.8% (n = 350,000); also: potency is read from the fitted curve at half-maximal effect; % is scaled to controls: 0 for no effect and ±100 for the full control effect; nearly all actives have a fitted effect of over 75% in size
# Target sequence (Q96KQ7 913-1193 limits assumed): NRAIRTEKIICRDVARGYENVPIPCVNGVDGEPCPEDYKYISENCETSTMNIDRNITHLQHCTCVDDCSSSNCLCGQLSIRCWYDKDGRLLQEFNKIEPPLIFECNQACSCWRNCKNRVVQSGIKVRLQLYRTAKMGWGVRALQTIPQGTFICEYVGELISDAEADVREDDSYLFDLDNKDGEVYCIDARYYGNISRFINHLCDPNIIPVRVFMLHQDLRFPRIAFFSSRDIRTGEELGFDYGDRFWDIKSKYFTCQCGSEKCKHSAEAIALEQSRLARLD
#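 AlphaScreen read-out: biotin-H3K9 peptide (500 nM) methylation by 20 nM enzyme with 20 uM SAM, 2 h at room temperature after 15 min compound preincubation; anti-monomethyl H3K9 antibody plus donor/acceptor beads, 10 min dark.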
# JMJD2A Tudor inh: inhibitors of human JMJD2A Tudor domain. AlphaScreen JMJD2A-Tudor / H3K4me3 peptide binding. AID 504339. Potency, µM (titrated, usually from 114 µM), for inactives: at the highest dose activity change, negative = inhibition, hits mostly inhibitors. actives 4.4% (n = 390,000). O75164; also: potency is read from the fitted curve at half-maximal effect; % is scaled to controls: 0 for no effect and ±100 for the full control effect; nearly all actives have a fitted effect of over 50% in size
# Tb PGK inh: T. brucei PGK inhibition. PGK/GAPDH coupled, Kinase-Glo luminescence, 60 min. Potency, µM (top dose mostly 57.5 µM), for inactives: at the top dose activity change, negative = inhibition, actives largely listed as inhibitors. actives 0.043% (n = 380,000); also: potency is read from the fitted curve at half-maximal effect; % is scaled to controls: 0 for no effect and ±100 for the full control effect; nearly all actives have a fitted effect of over 60% in size
# Target sequence (P07378 whole entry, looked up): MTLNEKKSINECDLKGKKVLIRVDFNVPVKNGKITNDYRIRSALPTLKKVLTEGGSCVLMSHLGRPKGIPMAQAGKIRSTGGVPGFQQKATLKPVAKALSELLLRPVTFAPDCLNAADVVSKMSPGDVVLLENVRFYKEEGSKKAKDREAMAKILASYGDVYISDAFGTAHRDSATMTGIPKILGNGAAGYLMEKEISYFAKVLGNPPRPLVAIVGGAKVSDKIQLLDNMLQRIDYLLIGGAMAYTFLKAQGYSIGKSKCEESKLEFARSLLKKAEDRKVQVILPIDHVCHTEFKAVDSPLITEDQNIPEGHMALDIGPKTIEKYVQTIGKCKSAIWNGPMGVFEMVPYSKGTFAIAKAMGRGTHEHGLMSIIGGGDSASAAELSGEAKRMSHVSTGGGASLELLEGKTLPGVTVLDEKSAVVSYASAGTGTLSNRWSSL
#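 Recombinant glycosomal PGK reaction used 1,3-bisphosphoglycerate generated in-well by GAPDH (100nM final) in 100mM TEA pH 7.6, 5mM MgCl2, 0.01% Tween-20. After 60 minutes at room temperature, ATP was read by Kinase-Glo Plus luminescence end-point.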
# GLS inhibitor: blocks human kidney-isoform glutaminase activity; GLS enzymatic activity, qHTS titration; Potency, µM (series often up to 45.5 µM), without a hit: top-dose activity change, negative = inhibition, usual class: inhibitors; actives 0.21% (n = 410,000); AID 624170; also: potency is read from the fitted curve at half-maximal effect; % is scaled to controls: 0 for no effect and ±100 for the full control effect
#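 Compounds were pin-transferred onto hKGA, after which L-glutamine (1 mM solution) and a detection mix of glutamate oxidase, HRP and Amplex Red were added. Initial and 30 min RT fluorescence reads were collected.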
# Pin1 inhibitor: inhibitors of human Pin1. Q13526. Pin1 FP peptide displacement, HiFluor488, 10 min. Potency, µM (top dose mostly 115 µM), for inactives: top-dose activity, negative = inhibition, actives largely listed as inhibitors. actives 0.009% (n = 390,000). AID 504891; active = well fitted inhibition curve with a large enough effect in the polarisation, with a control signal flat, not every such curve was filed as active; inconclusive = small, poorly fitted or top-dose-only effect, or effect the other way, or a change in a side signal; inactive = no such curve, though single readings can be large or run the other way; the % refers to the polarisation; also: potency is read from the fitted curve at half-maximal effect; % is scaled to controls: 0 for no effect and ±100 for the full control effect
# Target sequence (Q13526 whole entry, looked up): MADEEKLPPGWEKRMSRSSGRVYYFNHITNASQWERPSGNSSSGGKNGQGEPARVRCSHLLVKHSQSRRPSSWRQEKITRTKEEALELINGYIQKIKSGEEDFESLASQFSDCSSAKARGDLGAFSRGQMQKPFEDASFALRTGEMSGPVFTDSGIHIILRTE
# BAZ2B inh: inhibitors of human BAZ2B bromodomain. AlphaScreen BAZ2B-H3K14Ac peptide displacement. AID 504333. Potency, µM (highest dose often 114 µM), for the others: at the top dose activity change, negative = inhibition, usual class: inhibitors. actives 4.4% (n = 360,000). Q9UIF8; also: potency is read from the fitted curve at half-maximal effect; % is scaled to controls: 0 for no effect and ±100 for the full control effect; nearly all actives have a fitted effect of over 60% in size
#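 AlphaScreen displacement: compounds (up to 110uM) incubated 30 min at room temperature with a preformed 50 nM BAZ2B/50 nM biotinylated H3K14Ac peptide complex in PBS pH 7.4 with Tween-20. Donor and acceptor beads at 10 ug/mL final added, 20 min light-protected before reading.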
# HP1b chromo inh: HP1-beta chromodomain-methylated histone interaction inhibition. P83916. Potency, µM (highest dose often 114 µM), inactives show at the top dose activity change, negative = inhibition, usual class: inhibitors. AID 540317. AlphaScreen HP1-beta / biotin-H3K9me3 peptide binding. actives 0.56% (n = 390,000); also: potency is read from the fitted curve at half-maximal effect; nearly all actives have a fitted effect of over 70% in size; inactives centre near 23
#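 AlphaScreen: HP1-beta (50 nM) preformed 30 min with biotin-H3(1-18)K9me3 peptide (50 nM) in PBS pH 7.4, 0.01% Tween-20. Compound added for 30 min at RT, then streptavidin donor/nickel chelate acceptor beads (10 ug/mL) for 30 min.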
# Starred values were filed as active, the others as inactive; i = inactive; u = inconclusive; x = no result given; & = joins results of further samples; [ ] = another dose, or the depositor's remark. Unless noted, calls follow the shape of the dose curve; as a rule, active = well fitted curve in the direction sought with a large enough effect; inconclusive = small, poorly fitted or top-dose-only effect, or another doubt; inactive = no such curve, though single readings can be large; an effect the other way counts as inactive or inconclusive.
SMILES,PI4K2A inh,ERG Ets-DNA blk,G9a inh,JMJD2A Tudor inh,Tb PGK inh,GLS inhibitor,Pin1 inhibitor,BAZ2B inh,HP1b chromo inh
Cc1cc(OC(=O)c2cccc(F)c2)c([N+](=O)[O-])c(=O)[nH]1,-1.9,-11.2%,u,-0.7%,-9.3%,-4.2%,0.1%,-37.0%,11.9%[57 µM]
C#CCOCCOCCOCCNc1nc(N2CCN(C(=O)CCCCCCCCCCNC(=O)Cn3cc(C[C@@H](C)O)nn3)CC2)nc(N2CCN(C(=O)CCCCCCCCCCNC(=O)[C@@H](CCC(=O)O)n3cc(CCCCCN)nn3)CC2)n1,-3.9,8.7%,15.7%[2.33 µM],-26.2%,-6.7%,-2.5%,1.7%,-37.5%,14.0%
Cc1cccc(C)c1NC(=S)Nc1ccccc1C(=O)NCc1ccco1,-2.7,4.5%,-3.6%[59 µM],-20.6%,-5.0%,3.8%,4.2%,-35.5%,11.5%
COc1ccccc1NC(=O)C1=C(C)Nc2nc(SCc3ccccc3)nn2C1c1ccccn1 (stereo not drawn),0.0,-2.2%,6.5%[59 µM],-13.0%,-8.3%,1.0%,-0.4%,-0.7%,8.1%
Cc1ccc(-n2nnnc2SCC(=O)NCC2(N3CCOCC3)CCCCC2)cc1,-2.6,-4.4%,8.8%,-5.5%,-1.5%,-5.5%,-8.7%,8.3%,29.4%
Cc1ccc(-n2ncc3c(N4CCN(C)CC4)ncnc32)cc1,-1.8,2.8%,-6.2%[59 µM],-21.7%,i,5.4%,3.2%,-11.7%,40.9%[activator]
CC(C)CCNC(=O)c1cccc(Nc2nc3ccccc3n3nnnc23)c1,-1.1,7.1%,7.7%[59 µM],2.4%,-2.9%,-6.4%,6.4%,-1.4%,27.1%
COc1ccc(NC(=O)c2cc(N3C(=O)C4C5CCC(C5)C4C3=O)ccc2Cl)c(OC)c1 (stereo not drawn),8.0,-1.4%,-37.6%,-28.2%,-5.9%,-9.4%,-6.5%,-37.7%,38.2%
O=C1c2cnc3nc(SCc4ccc(Cl)cc4)nn3c2CC2c3ccccc3CCN12 (stereo not drawn),-1.0,-2.0%,u,5.6%,1.7%,-0.6%,10.4%,-10.4%,30.9%
CCOC(=O)CN(C)C(=O)C1CCCN1C(=O)OC(C)(C)C (stereo not drawn),-2.1,-5.3%,x,-3.6%&-4.8%,-10.0%,-0.1%,-9.5%&0.3%,x,26.5%&56.2%
Cc1ccc(C(=O)N2NC(c3ccc(F)cc3)C3C(=O)N(c4ccc(C)c(C)c4)C(=O)C32)cc1 (stereo not drawn),-1.9,2.7%,56.2µM*,-18.6%,-1.6%,11.0%,0.3%,-9.1%,42.9%[activator]
CCCCNC(=O)CCn1c(=O)c2ccccc2n(Cc2ccc(Cl)cc2)c1=O,-1.7,30.6%,16.9%[59 µM],-6.1%,4.1%,20.9%,-4.4%,-5.5%,25.4%
CCN1CCN(CCC(=O)Nc2cccc(C)c2)CC1,-0.7,9.3%,-12.4%,-11.6%,-9.1%,0.6%,-12.6%,-1.3%,30.1%
C/C(=N\Nc1ccc(S(N)(=O)=O)cc1[N+](=O)[O-])c1ccco1,-3.8,-1.9%,u,-20.7%,-1.6%,-7.4%,2.2%,-35.4%,-18.9%
Cc1ccc(-c2nnc(SCC(=O)N3CCCc4ccccc43)n2N)cc1,-5.7,9.4%,-7.1%,-7.2%,-2.8%,1.0%,-7.5%,-1.3%,35.7%
Nc1nc(SCC(=O)NC2CCCC2)[nH]c(=O)c1NC(=O)c1cccs1,-2.9,1.4%,1.8%,-2.2%[11.4 µM],-3.5%,-3.9%,-10.1%,-18.1%,9.0%
COc1ccc(N2C(=O)C(Cl)=C(N3CCCC(C)C3)C2=O)cc1 (stereo not drawn),3.9,-0.2%,u,u,-0.4%,-3.4%,12.9%,u,1.6%
COC(=O)c1sccc1NC(=O)c1csc(C)c1,-3.4,5.5%,17.1%,84.0%[activator],-9.5%,1.3%,9.0%,60.0%[activator],141.8%
COc1cc(C(C)=O)ccc1OCC(O)CN1CCN(c2ccc(C)c(C)c2)CC1 (stereo not drawn),3.2,4.6%,-7.5%[0.501 µM],-27.2%,3.7%,-21.1%,-8.2%,-34.8%,7.8%
CCOc1c(OC(C)=O)ccc(/C=C/c2ccc3cccc(OC)c3n2)c1[N+](=O)[O-],6.5,11.4%,u,-28.8%,i,-13.1%,-0.9%,-36.3%,5.1%
Cc1ccc(NS(=O)(=O)c2ccc(-c3ccc(=O)[nH]n3)o2)cc1N(C)C,2.1,-5.1%,x,-17.3%,3.0%,22.5%,-3.1%,-15.0%,29.9%
Cc1ccc(C(=O)NC2CCCCC2)cc1,-2.8,x,39.6%,-11.0%,x,12.4%,-2.0%,-4.5%,19.0%
COc1ccc(-n2ncc(C(=O)N3CCOCC3)c2C2CCN(C(=O)OC(C)(C)C)CC2)cc1,-0.9,1.9%,4.7%[59 µM],-32.4%,-6.5%,-10.9%,1.7%,-0.9%[57.1 µM],-5.3%
COc1cc(OC)cc(-c2c(-c3cccs3)c3cc(-c4ccc(N(C)C)nc4)ccc3n2C)c1,1.8,-4.9%,3.1%[0.501 µM],u,-9.5%,-7.6%,0.0%,56.2µM*,14.1%
CCOc1ccc(NC(=O)C2CCN(S(=O)(=O)c3c(C)noc3/C=C/c3cccs3)CC2)cc1,-1.6,-1.5%,-33.0%[59 µM],-7.0%,18.2%,-12.2%,3.1%,x,14.8%
O=C(Nc1ccc2[nH]ncc2c1)c1ccc(F)cc1,-1.1,-2.6%,8.3%[59 µM],-13.0%,-9.0%,-5.7%,-3.8%,-29.1%,26.9%
CC(Sc1nccn1C)C(=O)c1c(N)n(C)c(=O)n(C)c1=O (stereo not drawn),0.1,10.7%,2.2%,-10.3%,0.1%,14.3%,-4.5%,-5.4%,10.0%
Cc1cc(C)c(NC(=O)c2ccccc2CCc2ccccc2)c(C)c1,2.7,-6.9%,21.9%,-14.1%,x,0.0%,-5.8%,1.1%,18.2%
O=C(O)/C=C/C(=O)Nc1c(F)cccc1F,0.6,2.7%,50.1µM*,-6.0%,6.0%,-3.1%,-7.9%,-0.4%,60.4%[activator]
CCSC(=O)N=Nc1ccc(O)cc1,-10.4,x,x,56.2µM*,-1.9%,-4.0%,11.0%,x,u
Cc1cc(C(=O)OCC(=O)NC2CCCC(C)C2C)c(C)o1 (stereo not drawn),0.8,-6.7%,x,-13.4%,-1.6%,-1.2%,-1.2%,x,25.4%
O=C(CCCOc1ccccc1)Nc1cccc(S(=O)(=O)N2CCOCC2)c1,1.1,4.0%,x,-0.7%,i,-9.7%,-0.4%,x,35.4%[activator]
O=C(Nc1ccc(Cl)cn1)c1ccccc1[N+](=O)[O-],1.3,16.0%,u,-24.1%,8.2%,1.1%,1.2%,x,-25.4%
CC(OC(=O)/C=C/c1cccs1)C(=O)Nc1ccc(S(N)(=O)=O)cc1 (stereo not drawn),0.8,0.6%,12.6%,-8.5%,-0.6%,4.8%,-2.5%,x,16.2%
Cc1ccc(NC(=S)N2CCN(S(=O)(=O)c3ccccc3)CC2)cc1,-0.5,-1.5%,u,-16.4%,-0.1%,5.2%,-8.9%,-26.6%,41.5%[activator]
CCCCN(C(=O)c1cc(S(=O)(=O)N2CCCCC2)ccc1Cl)c1c(N)n(CCC)c(=O)[nH]c1=O,0.1,2.5%[15.4 µM],x,-12.8%,i,-1.0%,2.4%,x,38.7%
CSc1ccccc1NC(=O)CN(C)CC(=O)c1c(C)[nH]c2ccccc12,5.5,-9.0%[15.4 µM],u,-24.8%,3.1%,10.9%,-3.9%,-10.3%,34.5%
O=C(NCCc1ccccc1)c1nc2nc(-c3cccs3)cc(C(F)(F)F)n2n1,-5.4,10.2%,-44.5%[59 µM],u,i,1.9%,15.7%,50.1µM*,50.3%[activator]
O=C1CCC(=O)N1c1ccc(S(=O)(=O)Nc2cccc(Br)c2)cc1,2.5,-12.7%,17.2%,4.1%,3.0%,9.6%,-3.7%,-8.5%,22.3%[57 µM]
CCC(=O)N1CCN=C1SCc1cccc(C(F)(F)F)c1,-4.0,2.2%,x,4.7%,0.1%,16.4%,1.7%,3.7%,37.4%
O=C1C(Cc2ccccc2)Nc2ncnc(N3CCOCC3)c2N1Cc1ccc(Br)cc1 (stereo not drawn),4.5&1.3,-23.1%,u,-3.5%,-6.7%,-5.1%&12.3%,2.4%,-35.4%,52.9%[activator]
CCOC(=O)Nc1ccc(OC)cc1S(=O)(=O)N1CCCCC1,9.5,0.4%,-12.2%[12.7 µM],-2.5%,5.5%,7.4%,-18.8%,7.2%,43.6%[activator]
CCOC(=O)N1CCC(NC(=O)c2ccc3c(c2)N(CC)CCS3)CC1,7.7,2.7%,x,u,-5.3%,11.1%,3.7%,x,13.3%

# High-throughput results deposited in PubChem by National Center for Advancing Translational Sciences (NCATS).
